PhoP GFP inhibition: PhoP regulon inhibitors, Salmonella typhi PhoP promoter GFP reporter, confirmatory (AID 1850); Salmonella Typhi PhoP-promoter GFP reporter, fluorescence, 4 h; higher % means a stronger effect; one-dose inhibition, % at 50 µM; IC50 in µM for titrated hits; 310,000 tested, 0.33% active; in the data active means a potency from the dose series; inconclusive means inhibition mostly from about 25% at the one dose, without a potency; inactive means the rest, 99 in 100 with inhibition below about 19%;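 further: 0% = induced wells with vehicle and 100% = uninduced wells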
tuberculosis growth: growth inhibition of non-replicating M. tuberculosis (AID 488890) | Mycobacterium tuberculosis non-replicating, growth inhibition; higher % means a stronger effect | one-dose inhibition, % at 25 µM; IC50 in µM for titrated hits | 320,000 tested, 0.39% active; in the data active means a potency from the dose series; inconclusive means inhibition mostly from about 82% at the one dose, without a potency; inactive means the rest, 99 in 100 with inhibition below about 76%;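 further: plate controls were DMSO cells for no effect and high antibiotic wells for full effect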
H37Rv inhibition: M. tuberculosis growth inhibition, HTS (AID 449762); M. tuberculosis H37Rv growth inhibition, 7H9 media; higher % means a stronger effect; one-dose inhibition, % at 25 µM; IC50 in µM for titrated hits; 330,000 tested, 0.59% active; in the data active means a potency from the dose series; inconclusive means inhibition above about 70% without an active follow-up result;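 further: bacterial growth assessed after seven days of incubation; strong numbers were not always called active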
H1N1 NS1A inhibition: H1N1 influenza NS1A inhibitors, functional cell based assay (AID 504329). NS1A functional cell-based assay, percent inhibition; higher % means a stronger effect. inhibition, % at 12.5 µM, or IC50 in µM where a hit was titrated. 340,000 tested, 0.3% active; in the data active means a potency from the dose series; inconclusive means inhibition above about 27% without an active follow-up result; further: strong numbers were not always called active
inhibitors of VEEV: inhibitors of VEEV TC-83 cytopathic effect, confirmation, Vero cells (AID 588727); inhibition, % at 20 µM, or IC50 in µM where a hit was titrated; 350,000 tested, 0.13% active; Vero cells, VEEV TC-83 cytopathic effect inhibition; higher % means a stronger effect; in the data active means a potency from the dose series; inconclusive means inhibition mostly from about 14% at the one dose, without a potency; inactive means the rest, 99 in 100 with inhibition below about 12%; further: strong numbers were not always called active
inhibitors of VEEV 10K pilot screen: also measured in inhibitors of VEEV; calls as there; inhibition, %; measured here: 10K pilot screen inhibition
* marks the source's active call; other numbers are inactive results; i = inactive; ? = inconclusive; . = no result given.

SMILES | PhoP GFP inhibition | tuberculosis growth | H37Rv inhibition | H1N1 NS1A inhibition | inhibitors of VEEV | others
S=c1cn[nH]c2ccccc12 | . | . | . | 0% | 4.0%
CN(C)C(=O)CSc1nnc(NC(=O)CCc2ccccc2)s1 | 12% | -11% | 5% | -17% | 1.1%
CCCC(=O)NCC(c1cccs1)S(=O)(=O)c1ccc(Cl)cc1 (stereo not given) | 0% | 18% | 0% | 1% | 1.8%
Cc1cccc(NC(=O)N(C)Cc2cccs2)c1 | -7% | . | -9% | -3% | 1.0%
CCOC(=O)C1CCCN(C(=O)CCNS(=O)(=O)c2cc(Br)cnc2N)C1 (stereo not given) | 2% | -3% | 1% | -3% | 9.2%
CCCSc1sc(C(=O)OC)c(-c2cccs2)c1C#N | 9% | 22% | 11% | . | 1.6%
O=C(CN1CCN(c2ccccn2)CC1)Nc1ccc([N+](=O)[O-])cc1C(=O)Nc1ccccc1F | -5% | -2% | 8% | 12% | 4.6%
Cc1ccc(N2CN=C3SCC(=O)N3C2)cc1C | -6% | 34% | 44% | -6% | 1.9%
CN(C)c1ccc(C(=O)C(O)c2ccccc2Cl)cc1 (stereo not given) | . | . | . | -1% | 0.3%
COc1cc(Cl)c(S(=O)(=O)NCCCN2CCOCC2)cc1Cl | -25% | 14% | -6% | -2% | i | inhibitors of VEEV 10K pilot screen=0.3
Cc1cccc(C(=O)NNC(=O)CSc2nnc(C3CC3)n2C)c1 | 1% | -7% | -5% | 2% | 0.9%
O=C1c2cccc([N+](=O)[O-])c2C(=O)N1C1CCCCC1 | -6% | -1% | -5% | -12% | 0.4%
CCOC(=O)c1c(C)[nH]c(C(=O)OCC(=O)N2c3ccccc3CC2C)c1C (stereo not given) | 1% | 0% | 7% | 1% | 8.5%
CCCCC(=O)Nc1nc(C)c(-c2csc(Nc3ccccc3OC)n2)s1 | -24% | 1% | 65% | -13% | 6.2%
Cc1ccc(NC(=O)Nc2ccc3c(c2)N(C)C(=O)CS3)cc1C | -22% | 24% | 2% | -5% | 8.6%
CS(=O)(=O)N1CCCC(C(=O)NCc2ccc(F)cc2Cl)C1 (stereo not given) | 1% | 1% | 3% | -7% | i
C[C@@H]1CC=C[C@@H]2[C@H]1C(=O)N(Cc1ccccc1)[C@H]2c1cccc(C#Cc2ccccc2)c1 | . | . | . | -6% | i
Cc1ccccc1NC(=S)Nc1ccccc1 | -5% | 62% | 4% | -2% | 1.1%
Cc1ccc(S(=O)(=O)N2CCOCC2)cc1C(=O)N1CCN(Cc2ccccc2)CC1 | . | . | . | -3% | 4.6%
Cc1cccc(C(=O)Nc2sc(C(=O)N3CCCC3)c(C)c2C#N)c1 | 2% | 8% | 5% | -1% | 1.1%
Cc1ccc(C)c(NC(=O)CN(C)C(=O)c2ccccc2Cc2ccccc2)c1 | 4% | -1% | -8% | 1% | 9.8%
CCOC(=O)C1CCCN(C(=O)Cc2c(C(=O)O)[nH]c3ccccc23)C1 (stereo not given) | 3% | -7% | 2% | -1% | 0.0%
Cc1nc2ccccc2c(=O)n1NC(=O)COc1ccccc1 | -10% | -10% | 2% | -4% | 0.3%
CCc1cccc(NS(=O)(=O)c2ccc(-n3cccn3)cc2)c1 | 0% | 46% | 10% | 10% | 8.4%
COc1cc(S(=O)(=O)n2ccc(C)n2)ccc1Cl | 6% | -1% | -1% | 2% | 0.2%
c1cncc(CNc2ncn[nH]2)c1 | 3% | -10% | 0% | -7% | 2.5%
CCCNC(=O)Cn1c(=O)oc2cc(S(=O)(=O)N3CC(C)CC(C)C3)ccc21 (stereo not given) | -2% | 10% | -3% | 2% | 7.8%
COc1ccc(-c2[nH]ncc2/C=N\NC(=O)c2ccc(C(C)(C)C)cc2)cc1OC | 13% | 4% | 4% | -1% | 8.9%
CCOC(=O)c1[nH]c2ccc(OC)cc2c1C | 3% | -13% | -1% | -9% | 5.0%
O=C(/C=C/c1ccccc1)N(Cc1ccc(Cl)cc1)C1CCS(=O)(=O)C1 (stereo not given) | 9% | 14% | 4% | . | 5.5%
Cc1cc(Cc2cc(C)c(O)c(CO)c2)cc(CO)c1O | . | . | . | 2% | 2.0%
CC(=O)NCCn1c(SCC(=O)Nc2ccc(C)cc2)nc2ccccc2c1=O | 2% | -4% | 0% | -6% | i
CCOc1ccccc1NC(=O)Cn1c(-c2ccc(Cl)cc2)noc1=O | 23% | 13% | 12% | -12% | 2.0%
COc1ccc(C)cc1NC(=O)c1nn(-c2ccccc2)cc1OC | 1% | 21% | 22% | 10% | 8.2%
CC1CCN(C(=O)CN(Cc2ccc(F)cc2)S(C)(=O)=O)CC1 | 1% | 0% | -1% | 2% | 0.5%
CCN(CC)c1ccc2nc3ccccc3[n+](CC)c2c1 | 12% | 78% | 2.7µM* | 25% | 3.5%
NC(=O)CC(NC(=O)Cc1ccc(Br)cc1)c1ccc(NC2CCN(Cc3ccccc3)CC2)c([N+](=O)[O-])c1 (stereo not given) | 0% | 24% | 1% | 5% | i | inhibitors of VEEV 10K pilot screen=0.0
CCOC(=O)C(C(=O)NCc1cccc(OC)c1)c1ncc(C(F)(F)F)cc1Cl (stereo not given) | 3% | 3% | 0% | -1% | 3.5%
CC(C)c1ccc(C(C(=O)NC(C)(C)C)N(C(=O)CNC(=O)c2ccco2)c2cccnc2)cc1 (stereo not given) | 7% | -21% | -13% | 5% | 0.0%
O=S(=O)(NCc1ccccc1Cl)c1cccs1 | 3% | -9% | 3% | 4% | 0.4%
COc1cc(Br)c(C(C)NC(=O)c2ccc(C)cc2)cc1OC (stereo not given) | -3% | 19% | 4% | -9% | i
CCNC(=O)N1CCCC(C(=O)c2ccc3cc(OC)ccc3c2)C1 (stereo not given) | 3% | 14% | 7% | 2% | i
Cc1cccc2c1Sc1ccc(Cl)cc1CC2N1CCNCC1 (stereo not given) | 78µM* | ? | ? | . | i
C1CCCN(c2nc3nonc3nc2N2CCCCCC2)CC1 | 2% | -17% | -7% | -2% | 1.5%
O=C(Nc1ccc(Oc2ccc(C(=O)O)c(C(=O)O)c2)cc1)c1cccs1 | -5% | 10% | -4% | -15% | 1.4%
COc1c(/C=C2\SC(=Nc3ccccc3Cl)NC2=O)cccc1[N+](=O)[O-] | 5% | 27% | 14% | -4% | 3.7%
Cc1cc(F)ccc1S(=O)(=O)N1CCCOC1CNC(=O)C(=O)NCc1ccco1 (stereo not given) | -1% | -3% | -7% | -3% | 0.6%
Cc1ccc(NC(=O)CCNS(=O)(=O)c2cc(Br)cnc2N)c(Cl)c1 | 9% | -3% | -6% | . | .
Cc1ccc(Cn2c(=O)n(C)c(=O)c3sccc32)cc1 | -2% | 5% | 3% | -9% | 0.6%
CCC(=O)Nc1ccc(NC(=O)CSc2nnnn2-c2cccnc2)cc1C | -13% | -7% | 7% | -2% | 0.1%
Cc1nn(CC(=O)NN)c(C)c1Br | -6% | -1% | 5% | . | 1.3%
Cc1ccc(OCC(=O)Nc2sc3c(c2C#N)CC(C)(C)NC3(C)C)cc1 | 9% | 11% | -3% | 10% | 1.3%
Cc1ccc(C)c(NC(=O)CN(C)C(=O)[C@@H](NC(=O)c2ccc(C(C)(C)C)cc2)C(C)C)c1 | -10% | 2% | 8% | -4% | 6.2%
Cc1ccc2c(c1)c1nnc(SCC(=O)Nc3ccc(N(C)C)cc3)nc1n2CC(=O)O | 7% | 37% | -4% | -10% | 1.0%
CCc1cc(C(=O)N(Cc2ccccc2)c2c(N)n(CCOC)c(=O)[nH]c2=O)sc1C | 0% | 2% | -8% | -2% | 2.5%
CN1CCN(Cc2c(C(=O)N3CCc4ccccc4C3)nc3ccc(Cl)cn23)CC1 | -22% | 0% | 14% | -12% | i
O=C(NCC(F)(F)F)c1nn(Cc2ccccc2)c(=O)c2ccccc12 | -5% | 4% | 5% | -6% | 0.3%
CN(Cc1ccccc1)S(=O)(=O)c1ccccc1Br | . | . | . | -8% | i
CCOC(=O)c1c(C)c[nH]c1C | 2% | -2% | 0% | . | 0.4%
COC(=O)C1CCCN1C(=O)C1CCCN1C(=O)CNC(=O)OCc1ccccc1 (stereo not given) | 0% | -1% | 4% | -4% | 0.2%
Later entries.
SMILES | PhoP GFP inhibition | tuberculosis growth | H37Rv inhibition | H1N1 NS1A inhibition | inhibitors of VEEV | others
COC(=O)CN(c1c(C)cccc1C)S(C)(=O)=O | -6% | 5% | 2% | -4% | 0.8%
CCOc1cccc2cc(C(=O)NC(C)c3ccccc3)c(=N)oc12 (stereo not given) | -5% | i | -6% | 18% | 6.6%
O=C(NCc1cccc(Cl)c1)c1ccc(S(=O)(=O)Nc2cccc(C(F)(F)F)c2)cc1 | -8% | -4% | -3% | -3% | 1.4%
CSCCC(NC(=O)COc1ccccc1)C(=O)OCC(=O)c1cc2ccccc2o1 (stereo not given) | -1% | 10% | -2% | 11% | 2.3%
CC(=O)C1=C(O)C(=O)N(c2ccc(Br)cn2)C1c1cccc([N+](=O)[O-])c1 (stereo not given) | 1% | -2% | 9% | 1% | 0.2%
COc1ccc(CCn2c(O)c(C=NCc3cccnc3)c(=O)[nH]c2=O)cc1OC | -3% | -14% | -3% | -1% | i
Cc1ccc(NC(=O)c2cc(-c3ccccc3)n[nH]2)cc1 | 6% | 10% | -1% | -9% | 0.8%
Cc1ccc(CNC(=O)C2CCCN(S(=O)(=O)c3c(C)[nH]c(=O)[nH]c3=O)C2)cc1 (stereo not given) | -10% | -4% | -6% | 1% | i
CCC(CC)C(=O)Nc1cccc(C(=O)Nc2ccc3c(c2)OCO3)c1 | 3% | -2% | -1% | 2% | 8.7%
O=C(CCCN1C(=O)CCC1=O)Nc1ccc(Br)cc1F | 2% | 6% | -2% | 6% | i | inhibitors of VEEV 10K pilot screen=1.7
Cc1ccc2nc(-c3cccnc3)c(NC3CCCCC3)n2c1 | -3% | -2% | -5% | 12% | 0.5%
CCOC(=O)C1=C(c2ccccc2)NC(=O)NC1c1ccc(OC)cc1 (stereo not given) | -8% | -15% | 6% | -2% | i

Compounds listed so far with a cyano group (3):
SMILES | PhoP GFP inhibition | tuberculosis growth | H37Rv inhibition | H1N1 NS1A inhibition | inhibitors of VEEV | others
CCCSc1sc(C(=O)OC)c(-c2cccs2)c1C#N | 9% | 22% | 11% | . | 1.6%
Cc1cccc(C(=O)Nc2sc(C(=O)N3CCCC3)c(C)c2C#N)c1 | 2% | 8% | 5% | -1% | 1.1%
Cc1ccc(OCC(=O)Nc2sc3c(c2C#N)CC(C)(C)NC3(C)C)cc1 | 9% | 11% | -3% | 10% | 1.3%

Further compounds.
SMILES | PhoP GFP inhibition | tuberculosis growth | H37Rv inhibition | H1N1 NS1A inhibition | inhibitors of VEEV | others
Cc1ccc(N(CC(=O)N2CCN(c3ccc(F)cc3)CC2)S(=O)(=O)c2c(C)noc2C)cc1 | 1% | 31% | 0% | -1% | 3.0%
O=C(Nc1cccc(Cl)c1)Nc1ccc(Cl)cn1 | -11% | -5% | 5% | -1% | 1.7%
CCc1ccc(N2C(=O)CN(Cc3sccc3C)C2=S)cc1 | 7% | 9% | 5% | -7% | 2.1%
CC(C)(C)c1cc(NC(=O)COC(=O)c2ccc(O)cc2O)n(-c2ccccc2)n1 | 6% | 33% | 61% | -6% | 9.1%
NC(=O)C1CCN(c2nc(-c3ccc4c(c3)OCCO4)cs2)CC1 | . | 10% | 10% | . | .
COc1ccc(CC(=O)N2CCCc3ccccc32)cc1OC | -4% | 2% | -7% | 2% | i
CC(C)c1ccc(/C=C/C(=O)O)cc1 | -6% | 27% | -1% | 11% | 0.6%
CC(=O)Nc1cc(C(F)(F)F)ccc1N1CCOCC1 | 1% | -1% | -3% | 3% | 2.2%
COc1ccc(-n2nc(C(=O)NCC(=O)NCCCN3CCOCC3)c3ccccc3c2=O)cc1Cl | 4% | 0% | 4% | 6% | i
Cc1csc2c(=O)sc(NC(=O)c3ccc(F)cc3Cl)nc12 | 1% | 17% | 0% | 0% | i
COc1ccc(-c2nc3ncccc3o2)cc1NC(=O)c1cccs1 | -16% | -13% | 6% | 7% | 2.3%

Three structures out of the list, arranged by number of heavy atoms, smallest number first.
SMILES | PhoP GFP inhibition | tuberculosis growth | H37Rv inhibition | H1N1 NS1A inhibition | inhibitors of VEEV | others
Cc1csc2c(=O)sc(NC(=O)c3ccc(F)cc3Cl)nc12 | 1% | 17% | 0% | 0% | i
COc1ccc(-c2nc3ncccc3o2)cc1NC(=O)c1cccs1 | -16% | -13% | 6% | 7% | 2.3%
CC(C)(C)c1cc(NC(=O)COC(=O)c2ccc(O)cc2O)n(-c2ccccc2)n1 | 6% | 33% | 61% | -6% | 9.1%

Assay outcomes deposited in PubChem BioAssay by Southern Research Specialized Biocontainment Screening Center.

Compounds as they come; 1.4% or so of the library scored in one or more.
